High-throughput results (PubChem)
TDP1 cell noCPT – qHTS for Inhibitors of human tyrosyl-DNA phosphodiesterase 1 (TDP1): qHTS in cells in absence of CPT | hit rate 15% among 420,000 | Potency, µM (titrated, usually from 46.2 µM), inactives show top-dose activity change, negative = growth inhibition, hits mostly inhibitors | DT40 Tdp1-/- hTDP1 cells, no CPT, ATP luminescence, 48 h; note: nearly all actives have a fitted effect of over 55% in size
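Growth kinetics read by CellTiter-Glo luminescence after ≥48 hr at 37 °C. Cells: DT40 Tdp1-/- stably carrying human TDP1, 400 per well, compound exposure in the absence of CPT (DMSO vehicle).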
DT40 TDP1 CPT – growth inhibition of DT40 Tdp1-/-;hTDP1 cells with camptothecin (screen for TDP1 inhibitors); chicken DT40 Tdp1-/-;hTDP1 cells + 20 nM CPT, ATP luminescence, 48 h; Potency, µM (series often up to 46.2 µM), for the others: at the highest dose activity change, negative = growth inhibition, most hits filed as inhibitors; hit rate 12% among 420,000; AID 686979; note: nearly all actives have a fitted effect of over 55% in size
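Chicken DT40 Tdp1-/- cells stably complemented with human TDP1 were seeded at 400 cells/well in medium containing 20 nM camptothecin, exposed to pin-transferred compounds, and grown at 37 °C for at least 48 hr. Viability was read as ATP luminescence.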
TDP1 block – blocks human tyrosyl-DNA phosphodiesterase 1 | recombinant TDP1, AlphaScreen DNA substrate cleavage | Potency, µM (titrated, usually from 130 µM), for the others: at the top dose activity change, negative = inhibition, most hits filed as inhibitors | hit rate 0.28% among 350,000; note: nearly all actives have a fitted effect of over 40% in size
Target sequence (Q9NUW8 whole entry, looked up): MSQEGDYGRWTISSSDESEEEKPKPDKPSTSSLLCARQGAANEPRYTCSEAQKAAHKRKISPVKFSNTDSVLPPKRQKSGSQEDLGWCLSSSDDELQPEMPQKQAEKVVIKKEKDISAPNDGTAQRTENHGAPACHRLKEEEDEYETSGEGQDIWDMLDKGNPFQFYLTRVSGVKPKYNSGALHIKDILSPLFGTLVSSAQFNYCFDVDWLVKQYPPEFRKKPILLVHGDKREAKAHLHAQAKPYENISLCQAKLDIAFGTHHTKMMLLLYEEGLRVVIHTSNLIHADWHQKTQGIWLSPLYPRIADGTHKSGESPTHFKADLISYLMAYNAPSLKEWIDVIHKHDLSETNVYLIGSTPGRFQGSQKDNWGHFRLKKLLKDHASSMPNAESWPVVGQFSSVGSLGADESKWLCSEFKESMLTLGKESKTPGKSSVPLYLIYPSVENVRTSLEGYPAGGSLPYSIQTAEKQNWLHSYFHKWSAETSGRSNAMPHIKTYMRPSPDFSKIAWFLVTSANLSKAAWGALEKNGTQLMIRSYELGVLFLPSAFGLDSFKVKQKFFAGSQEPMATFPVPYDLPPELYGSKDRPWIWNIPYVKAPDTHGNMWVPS
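Recombinant E. coli-expressed Tdp1 (1 nM) preincubated with compound 15 min at RT, then 5'-biotin/3'-phosphotyrosine-FITC DNA substrate (15 nM) added for 5 min. AlphaScreen beads (10 ug/ml) added, 10 min RT; tyrosine-FITC cleavage read as signal loss.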
The depositor's hits bear a star; u = inconclusive; x = no result given; [ ] = remark or other dose. Calls come from the whole dose curve; as a rule, active = well fitted curve in the direction sought with a large enough effect; inconclusive = small, poorly fitted or top-dose-only effect, or another doubt; inactive = no such curve, though single readings can be large; an effect the other way counts as inactive or inconclusive. % is set by controls: 0 for no effect and ±100 for the full control effect; potency is the fitted concentration of half-maximal effect.

SMILES	TDP1 cell noCPT	DT40 TDP1 CPT	TDP1 block
O=C(Nc1ccccc1)C1CCCCN1S(=O)(=O)c1ccccc1 (stereo not drawn)	u	-9%	-3%
Cc1ccc(S(=O)(=O)NC(=O)COc2ccccc2C)c(C)c1	2%	6%	4%
CCCOC1CCCN(C(=O)c2cc(COc3ccc(F)c(F)c3)on2)C1 (stereo not drawn)	-30%	u	-3%[56.1 µM]
CCNS(=O)(=O)c1ccc(CCC(=O)NCc2ccc3c(c2)OCO3)cc1	3%	-1%	4%
O=C(Nc1ccc(F)cc1)c1nc[nH]c1C(=O)O	3%	12%	x
Brc1nc(Br)n(Cc2ccccc2)n1	-1%	19%	5%
CN1CCCC1CCNC1C2CC3CC(C2)CC1C3 (stereo not drawn)	16µM*	8.2µM*	2%
CCN1CNC(=S)N(c2cccc(C)c2C)C1	1%	-14%	5%
O=C(NC[C@@H]1CCCO1)c1cccc2c1C(=O)c1ccc(Cl)cc1S2(=O)=O	-14%	-23%	0%
CC(C)CC(=O)Nc1cc(C(F)(F)F)ccc1N1CCOCC1	-15%	-9%	7%
COc1ccc(C(=O)CN2C(=O)N(c3cc(C)cc(C)c3)S(=O)(=O)c3ccccc32)cc1	u	u	1%
CC(C)(C)NC(=O)NC(=O)CN1C(=O)NC(c2ccccc2)(c2ccccc2)C1=O	26µM*	u	0%
CC(C)CNC(=S)NNC(=O)c1csc2c1CCCC2	u	u	9%
O=C(OCCOc1cccc(Cl)c1)C1CCN(S(=O)(=O)c2ccccc2)CC1	-22%	-10%	2%
O=C(c1ccc(C(F)(F)F)cc1)C1CCCN(C(=O)CCn2cncn2)C1 (stereo not drawn)	-11%	-21%	1%
CCCCCc1cc(=O)oc2c(C(CCN(CC)CC)c3ccc(N(C)C)cc3)c(OC)cc(OC)c12 (stereo not drawn)	16µM*	u	12%
Cc1nnc(N2CCN(c3cccc(Cl)c3)CC2)c2c1nnn2Cc1ccc(F)cc1	u	-30%	7%
Cc1ccc(OCC(=O)OC2=C(C(=O)c3ccccc3)N(C)S(=O)(=O)c3ccccc32)cc1	4.1µM*	u	5%
CC(=O)Nc1ccc2c(CSc3nnc(N)s3)cc(=O)oc2c1	-25%	-8%	-3%
O=C(NCc1cccnc1)NC1(C(F)(F)F)Oc2ccc(Cl)cc2O1 (stereo not drawn)	12µM*	10µM*	-4%
Cc1ccc(C)c(Nc2cc(C(=O)NC3CCCC3)c3ccccc3n2)c1	u	-18%	0%
Cc1ccc(-c2ccc(CN3C(C(C)C)C(=O)N(Cc4cn(CCC5OCCCO5)nn4)CCS3(=O)=O)cc2)cc1 (stereo not drawn)	12µM*	u	x
O=C(NCCc1ccccc1)C(=O)NCC1OCCN1S(=O)(=O)c1ccc(Cl)cc1 (stereo not drawn)	u	u	2%
O=C(Nc1nccs1)c1cncc(Br)c1	7%	-8%	0%
Cc1cc(C)c(CNC(=O)c2cc(C3CC3)nc3c2cnn3C(C)C)c(=O)[nH]1	u	u	2%
Cc1ccc(-n2c(/C=C/c3c(C)n(C)c4ccccc34)nc3ccccc3c2=O)cc1	-15%	2%	4%[2.28 µM]
O=C(NCC1CCCO1)C(=O)NCC(c1ccco1)N1CCN(c2ccccc2F)CC1 (stereo not drawn)	u	-4%	-1%
CN(C)S(=O)(=O)c1ccc(C(=O)Nc2ccccn2)cc1	-8%	4%	1%
CCCCN(CC)C(=O)Cn1cnc2sc(C)c(S(=O)(=O)N3CCC(C)CC3)c2c1=O	u	-26%	9%
CCCCn1c(N)c(N(CC(C)C)C(=O)c2ccc(Br)o2)c(=O)[nH]c1=O	-34%	-20%	1%
CCC(=O)NC1(C(F)(F)F)C(=O)Nc2c1c(=O)[nH]c(=O)n2CC(C)C (stereo not drawn)	17%	4%	1%
Cc1ccc(C)c(NC(=O)CN(C)C(=O)c2ccc3ncsc3c2)c1	-5%	-23%	-3%
O=C(NC(=S)Nc1cccc2c(O)cccc12)c1ccccc1[N+](=O)[O-]	-10%	-22%	7%[56.1 µM]
COc1cc(NC(=O)c2[nH]c(C)c(C(C)=O)c2C)cc(OC)c1OC	-28%	-24%	-7%
O=C(O)CSc1nnnn1C1CCCCC1	u	u	6%
COc1ccc(C(C)(O)c2nc(-c3cnc4ccccc4c3)cs2)cc1 (stereo not drawn)	u	u	x
Cc1noc(C)c1CSc1nc2sc(C)c(C)c2c(=O)n1C1CCCC1	-13%	u	3%
COC(=O)c1ccccc1NC(=O)CSc1nc2sc3c(c2c(=O)[nH]1)CCCC3	9.2µM*	12µM*	-8%
O=C(O)C1CC(=O)N(c2ccc(F)c(F)c2)C1 (stereo not drawn)	-3%	2%	0%
c1ccc(COC2CCCN(Cc3nc(-c4cnccn4)no3)C2)cc1 (stereo not drawn)	-6%	-1%	5%
COc1ccc(-c2csc3nc(C(C)C)oc(=O)c23)cc1OC	-11%	16%	3%
Cc1nnc(NCc2ccc(F)cc2)c2c1nnn2Cc1ccccc1Cl	2.3µM*	2.9µM*	-2%
Cn1cccc1C(=O)N/N=C/c1c(Cl)cccc1Cl	-16%	-28%	x
CCCc1cc2c(=O)c(-c3cscn3)c(C(=O)OCC)oc2cc1O	3%	-4%	0%
Cc1cc(=O)n2[nH]c(SCc3ccccc3Cl)nc2n1	-15%	14%	x
CCc1nn(CC(=O)NC(C)c2ccccc2)c(=O)c2cc3sccc3n12 (stereo not drawn)	-19%	-8%	3%
CC(=O)NC1=NN(C(C)=O)C(C)(c2ccc3ccccc3c2)S1 (stereo not drawn)	u	-27%	0%
Cc1nn(-c2ccccc2)c2nc(N)c(C(N)=O)cc12	-6%	3%	x
Cc1ccc(S(=O)(=O)C(CNS(=O)(=O)c2cc(F)ccc2F)c2cccs2)cc1 (stereo not drawn)	u	u	0%
Clc1ccccc1CN1CCSCC1	1%	-1%	x

Continued.
SMILES	TDP1 cell noCPT	DT40 TDP1 CPT	TDP1 block
COc1cc(C2C(C(=O)c3ccco3)=C(O)C(=O)N2Cc2ccccc2)ccc1O (stereo not drawn)	2%	20%	x
CCOC(=O)c1ccc(NC(=O)C2CCN(S(=O)(=O)c3ccccc3)CC2)cc1	u	26µM*	x
O=C1CC2CS(=O)(=O)CC2N1C1CCCCC1 (stereo not drawn)	-8%	4%	2%
CCOC(=O)c1cnc2c(ccc3ccccc32)c1Nc1ccccc1OCC	-3%	8%	0%[12.3 µM]
CCOc1ccc2nc(NC(=O)CN3CCN(c4ccccn4)CC3)sc2c1	-21%	-22%	5%
CNC(=O)/C(C#N)=C/c1ccc(-c2ccc(OC)cc2[N+](=O)[O-])o1	u	u	-6%
CCOC(=O)N1CCC(NC(=O)c2sc3nc4n(c(=O)c3c2C)CCCC4)CC1	-10%	-21%	2%
CCOc1ccccc1OCC(=O)Nc1ccc2[nH]c(=O)[nH]c2c1	-5%	-7%	-1%
COCCn1c(C)cc(C(=O)CSc2cc(C)c3ccc(OC)cc3n2)c1C	16µM*	u	8%
CCCNC(=O)c1ccc(-n2c(-c3ccccc3)cc3c2CCC(C)C3)cc1 (stereo not drawn)	u	u	-1%
CCOC(=O)C1CCCN(C(=O)COc2ccc(S(=O)(=O)N3CCOCC3)cc2)C1 (stereo not drawn)	1%	-8%	0%
CC(=O)N1c2ccc(S(=O)(=O)NCCC(=O)Nc3ccc(Cl)cc3)cc2CC1C (stereo not drawn)	u	18µM*	x
Cc1cccc(C(=O)NCC(=O)OCC(=O)NCCNC(=O)COC(=O)CNC(=O)c2cccc(C)c2)c1	-2%	-1%	-13%
Cc1ccc(S(=O)(=O)c2nc(-c3cccs3)oc2SC(C)c2ccccc2)cc1 (stereo not drawn)	u	u	9%
CC1CCCCN1C(=O)c1cc2ccccc2cc1O (stereo not drawn)	u	-28%	1%
Cc1ccc2c(c1)CO[C@@]21O[C@H](CCO)C[C@H](O)[C@H]1O	-8%	-6%	x
Cc1ccc(-c2nc3sc(CCNC(=O)c4ccc(C)c(C)c4)c(C)n3n2)cc1	-27%	1%	3%
OC(CN1CCCCC1)c1ccccc1 (stereo not drawn)	3%	0%	x
CCC1CCCCN1C(=S)Nc1ccc(S(=O)(=O)Nc2ncccn2)cc1 (stereo not drawn)	u	u	2%
CCCN=C(C)c1c(-c2ccccc2)[nH]n(-c2nc3ccccc3s2)c1=O	26µM*	u	0%
CCOC(=O)c1c(NC(=O)CN2CCCCC2)sc2c1CCC(C=O)=C2Cl	3.5µM*	4µM*	0%
CC1CCCN(c2ccc(C(=O)NCc3ccco3)cc2[N+](=O)[O-])C1 (stereo not drawn)	u	2%	8%
COc1ccccc1NC(=O)C1=C(C)Nc2ncnn2C1c1ccccc1C(=O)O (stereo not drawn)	8%	-10%	1%
COc1cc(NC(=O)Cc2ccccc2)nc(OC)n1	-5%	-2%	x
COc1ccc(C(=O)N2CCN(C(=O)C3COc4ccccc4O3)CC2)cc1 (stereo not drawn)	u	-15%	-1%
CCN(C(=O)COC(=O)CCS(=O)(=O)c1ccccc1)c1c(N)n(Cc2ccccc2)c(=O)[nH]c1=O	1%	1%	x
Cc1ccc2oc(C(=O)Nc3nc(-c4ccc(F)cc4)ns3)c(C)c2c1	-19%	-7%	2%
CCC1CCC(C(=O)NNC(=O)c2cc(-c3ccco3)[nH]n2)CC1 (stereo not drawn)	u	u	3%
COc1ccc(NC2=CC(c3ccc(F)cc3)N(c3ccc(OC)cc3)C2=O)cc1 (stereo not drawn)	-28%	-18%	7%
Nc1nc(C(F)(F)F)c(Br)c(=O)n1N	6%	21%	2%
CCN(CC(=O)Nc1ccc(N2CCOCC2)cc1)C(=O)c1ccc(C#N)cc1	7%	-2%	6%
Cc1cccc(NC(=O)CSc2nnc3scc(-c4ccccc4)n23)c1	21µM*	u	x
COc1ccc(N2CC(C(=O)Nc3nnc(SCC(=O)N4CCCC4)s3)CC2=O)cc1 (stereo not drawn)	-3%	-4%	1%
CS(=O)(=O)NCCn1ccc2ccccc21	u	u	1%
O=C(/C=C/c1ccccc1[N+](=O)[O-])OCC(=O)N1CCCC1	19%	-21%	3%
CC[C@]12C(=O)N(C)C[C@H]([C@@H]3C(=O)N(C)C(=O)[C@@H]31)N2C(=O)c1ccccc1	-2%	-1%	x
O=C1c2ccccc2S(=O)(=O)c2cc(N3CCN(C(=O)c4ccccc4)CC3)ccc21	21µM*	15µM*	x
Cc1cnc(C(=O)Oc2cccc(Cl)c2Cl)cn1	2%	3%	-12%
COc1ccc(/C=C(\NC(=O)c2ccco2)C(=O)NC(Cc2ccccc2)C(=O)O)cc1 (stereo not drawn)	-2%	13%	9%[0.0935 µM]
COc1ccc(C2=NN(CCC(=O)NCCc3ccccc3)C(=O)CC2)cc1	-12%	-24%	2%
CC(C(=O)NCc1ccc2c(c1)OCO2)N(c1ccccc1)S(C)(=O)=O (stereo not drawn)	-7%	-5%	-4%
O=C(NCCc1ccccc1)c1ccc(Cl)c(S(=O)(=O)N2CCCC2)c1	u	u	4%
O=C(NCCc1ccccc1Cl)c1ccc(Cn2c(=O)c3cccn3c3cccnc32)cc1	10µM*	10µM*	-3%
COC(=O)c1ccc(S(=O)(=O)N2CCOCC2)o1	10%	5%	2%

Random draw from the library; about 18% have a hit in one of these screens.
